Screening results deposited in PubChem BioAssay by NCI.
yeast sgs1 mgt1: NCI yeast anticancer drug screen, S. cerevisiae sgs1 mgt1 strain | growth inhibition, % at 50 µM | hit rate 10% among 78,000 | AID 161;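 further: 0% = growth of vehicle-only cultures of the same strain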
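Genetically altered yeast, compound exposure, growth inhibition relative to vehicle.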
mec2-1: NCI yeast anticancer drug screen, S. cerevisiae mec2-1 strain; AID 157; growth inhibition, % at 50 µM; hit rate 9% among 79,000;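 further: 0% = growth of vehicle-only cultures of the same strain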
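mec2-1 yeast strain, carrying an alteration in DNA damage repair or cell cycle control, was exposed to compounds; growth inhibition was measured relative to vehicle-treated controls.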
yeast rad50: NCI yeast anticancer drug screen, S. cerevisiae rad50 strain | growth inhibition, % at 50 µM | hit rate 10% among 79,000 | AID 155;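 further: 0% = growth of vehicle-only cultures of the same strain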
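Relative growth inhibition (compound vs vehicle) was measured in yeast with a defined repair-gene alteration.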
yeast mlh1 rad18: NCI yeast anticancer drug screen, S. cerevisiae mlh1 rad18 strain; hit rate 11% among 79,000; % growth inhibition at 50 µM;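 further: 0% = growth of vehicle-only cultures of the same strain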
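Steps: expose repair-defective yeast to compound; measure growth; express inhibition against vehicle-treated controls.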
yeast bub3: NCI yeast anticancer drug screen, S. cerevisiae bub3 mutant strain; growth inhibition, % at 50 µM; hit rate 9.9% among 78,000; AID 167;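 further: 0% = growth of vehicle-only cultures of the same strain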
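Screening used yeast with an engineered genetic alteration affecting cell cycle control. Compound-exposed cultures were compared with vehicle cultures, and reduced growth was taken as inhibition.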
cln2 rad14: NCI yeast anticancer drug screen, S. cerevisiae cln2 rad14 strain | % growth inhibition at 50 µM | hit rate 8.3% among 78,000;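 further: 0% = growth of vehicle-only cultures of the same strain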
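Relative to vehicle controls, growth inhibition of compound-treated cln2 rad14 yeast was recorded.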
* marks the source's active call; other numbers are inactive results; . = no result given; & = joins results of further samples; ! = a repeat was not active. No stated cut-off is given here; in the data, active means growth inhibition above about 70%; inactive means the rest. No enrichment for hits. Share with any hit: about 14%.

Order of values: yeast sgs1 mgt1	mec2-1	yeast rad50	yeast mlh1 rad18	yeast bub3	cln2 rad14
O=[N+]([O-])c1cccc(C2CC(c3ccccc3)=Nc3ccccc3S2)c1 (configuration not stated)
  34	13	-6	2	18	-6
COc1ccc2c(c1)C=CC1OC(C(C)=O)(C(C)=O)C(C=O)=CN21 (configuration not stated)
  19	-10	2	11	-8	-2
C=C1C=C2CCC3C(CCC4(C)C(C(C)CCCC(C)C)CCC34)C2(C)CC1 (configuration not stated)
  85*	58	82*	74*	28	61
CCCCCCCCCCCCCCCCn1cc(C(O)CN(C)C)c2ccccc21 (configuration not stated)
  50	99*	32	95*	40	98*
Cc1ccc2[nH]c3c(c2c1)C(=O)CCC3
  -12	-3	-8	-2	-18	-21
CCC1(C(=O)O)NC(=O)NC1=O (configuration not stated)
  -12	-12	-3	-4	4	-9
O=c1[nH]c(=O)n(C2OC(CO)C(O)C2O)cc1NN=NCc1ccccc1 (configuration not stated)
  -11	-14	-10	-11	-4	5
CN(C)c1ccc(C(=O)Cc2ccc3ccccc3n2)cc1
  99*	99*	99*	99*	99*	98*
Cc1ncc(CO)c(C=O)c1O
  -3	-3	2	4	19	-12
CC(=O)OCC1OC(n2nc([N+](=O)[O-])nc2Br)C(OC(C)=O)C1OC(C)=O (configuration not stated)
  16	-21	37	-17	-3	3
CCOC(=O)C1(C(=O)OCC)CCC(C(OC)OC)C(CC(=O)OC)C1 (configuration not stated)
  -5	-16	-2	16	26	-6
O=C(c1ccc(C2CCCCC2)cc1)C(C(c1ccccc1)N1CCOCC1)N1CCOCC1 (configuration not stated)
  -20	-17	-55	24	-4	-11
CC1(c2ccccc2)c2ccccc2N(c2ccccc2)C(=O)C1O (configuration not stated)
  100*!	100*!	99*!	99*!	100*!	99*!
C1CCC2(CC1)SCCS2
  -2	-18	2	-10	-9	-49
O/N=C1\CCCc2sccc21
  6	2	-1	-1	-8	-16

Compound profiles, from the list above. Order of values: yeast sgs1 mgt1 | mec2-1 | yeast rad50 | yeast mlh1 rad18 | yeast bub3 | cln2 rad14
Profile of Cc1ccc2[nH]c3c(c2c1)C(=O)CCC3 → -12 | -3 | -8 | -2 | -18 | -21
Profile of C=C1C=C2CCC3C(CCC4(C)C(C(C)CCCC(C)C)CCC34)C2(C)CC1 (configuration not stated) → 85* | 58 | 82* | 74* | 28 | 61

(more compounds)
Order of values: yeast sgs1 mgt1	mec2-1	yeast rad50	yeast mlh1 rad18	yeast bub3	cln2 rad14
C[N+](C)(Cc1cccc(Cl)c1)c1nnn[n-]1
  -7	-19	-10	-10	-7	-23
COC1CC(C)([N+](=O)[O-])C(O)C(C)O1 (configuration not stated)
  5&-23	-1&8	-4&-19	-22&7	39&9	-2&-42
COc1cc(N=Nc2ccc(S(=O)(=O)O)cc2)ccc1N=Nc1ccc2c(S(=O)(=O)O)cccc2c1O
  14	-8	15	2	6	11
CCOC(=O)C(C)NC(=O)C(C)NC(=O)OCc1ccccc1 (configuration not stated)
  -8	-25	8	-10	-9	28
NC(N)=NS(=O)(=O)c1ccc(NC(=O)c2cccc3c(=O)c4ccccc4[nH]c23)cc1
  -2	11	15	1	2	4
CCCSc1ncnc2nc(C)[nH]c12
  2	-14	7	-8	2	40
CC(C)(C)CC(=O)NC1CCCCC1
  12	-6	-7	14	3	-23
NC(=O)C1CC(O)CN1C(=O)c1cccnc1 (configuration not stated)
  15	20	11	5	9	-7
C=CCNc1nc2c(s1)c1c(O)c3c(O)c(C)c4c(c32)C(=O)C(C)(O/C=C\C(OC)C(C)C(OC(C)=O)C(C)C(O)C(C)C(O)C(C)/C=C/C=C(/C)C(=O)N1)O4 (configuration not stated)
  4	11	1	9	8	13
S=P(c1ccccc1)(c1ccccc1)C1(C2(P(=S)(c3ccccc3)c3ccccc3)CC2)CC1
  -22	-3	-2	-5	10	16
COC(=O)CCC1(C)C2CCC1/C(=N/O)C2 (configuration not stated)
  -5	11	5	19	-17	-1
C=CC[Si](CC=C)(c1ccccc1)c1ccccc1
  -4	9	6	32	41	0
NC(=O)CC[n+]1cccc2ccccc21
  0	-18	-17	0	-21	-8
NNS(=O)(=O)c1ccc([N+](=O)[O-])cc1
  -2	-2	36	18	9	-12
N#CC(=Nc1ccccc1F)Nc1ccccc1F
  12	-3	-2	67	9	-1

5 compounds already listed, arranged by length of the SMILES, descending:
Order of values: yeast sgs1 mgt1	mec2-1	yeast rad50	yeast mlh1 rad18	yeast bub3	cln2 rad14
NC(N)=NS(=O)(=O)c1ccc(NC(=O)c2cccc3c(=O)c4ccccc4[nH]c23)cc1
  -2	11	15	1	2	4
CCOC(=O)C(C)NC(=O)C(C)NC(=O)OCc1ccccc1 (configuration not stated)
  -8	-25	8	-10	-9	28
C=CC[Si](CC=C)(c1ccccc1)c1ccccc1
  -4	9	6	32	41	0
COC(=O)CCC1(C)C2CCC1/C(=N/O)C2 (configuration not stated)
  -5	11	5	19	-17	-1
NC(=O)CC[n+]1cccc2ccccc21
  0	-18	-17	0	-21	-8

Later entries
Order of values: yeast sgs1 mgt1	mec2-1	yeast rad50	yeast mlh1 rad18	yeast bub3	cln2 rad14
CCOC(=O)NC(=O)c1cn(CCN2CCN(C(=O)NCCCCCCNC(=O)N3CCN(CCn4cc(C(=O)NC(=O)OCC)c(=O)n(CCN(CC)CC)c4=O)CC3)CC2)c(=O)n(CCC(CC)CC)c1=O
  -7	9	-10	-32	2	-21
CCN(CC)CCOC(=O)c1ccc(NC(=O)Nc2ccccc2Cl)cc1
  -25	-19	-16	-7	-18	-18
C/C(CC1SCCCS1)=N\NS(=O)(=O)c1ccc(C)cc1
  -11	-13	-6	9	4	5
N#Cc1ccccc1NC1OCC(O)C(O)C1O (configuration not stated)
  11	-3	0	-3	7	16
Cc1onc(-c2ccccc2Cl)c1-c1nc2ccccc2c(=O)o1
  98*	97*	94*	94*	97*	93*
Cc1nc2cc(N)c(Cl)cc2[nH]1
  10	15	-6	-1	10	-7
CN(C)CC/C(=N\Nc1ccc([N+](=O)[O-])cc1)c1ccccc1
  99*	84*	100*	99*	100*	99*
CN(CCO)CC(O)Cn1cnc2ncnc(N)c21 (configuration not stated)
  29	12	21	33	7	13
Cc1cc(C)c(COCc2c(C)cc(C)cc2C)c(C)c1
  -1	10	19	13	-2	-34
O=[N+]([O-])c1cccc(F)c1O
  43	33	52	78*	11	0
COc1ccc(C2C3=C(CCCC3=O)N(c3ccccc3)C3=C2C(=O)CCC3)cc1
  3	-18	-67	-28	7	20
CCOC(=O)CCC(N)C(=O)O (configuration not stated)
  -16&-5	-10&2	-2&2	17&-7	7&-11	-35&-30
c1ccc(SCc2cccnc2)nc1
  21	18	20	18	8	22
CN(C(=O)c1cccs1)C(=S)N1CCN(c2ccccc2)CC1
  85*	67	80*	67	61	50
O=C(O)CC12C3C4C5C3C1C5C42 (configuration not stated)
  15	17	24	27	48	8
CC(C)C(=O)CC(=O)CCC(=O)Nc1cccc(Cl)c1
  3	-2	-19	11	-3	-36
COC(=O)c1ccccc1N(C)C(=O)c1cc(OC)c(OC)c(OC)c1
  -6	-37	-27	-9	-19	-11
CC(=O)Nc1ccccc1C(=O)C(=O)Nc1ccccc1C(=O)NN
  30	12	-3	9	26	-1
Clc1ccc(-c2nnc(-c3ccccn3)o2)c(Cl)c1
  99*	28	99*	99*	70*	93*
CC(C)CNC(=O)c1ccco1
  -1	-2	-2	3	-16	-15
CCCCCCCCCCCCCCCCS(=O)(=O)N(/N=c1/sc2ccccc2n1C)C(=O)OCC
  -13	-32	-29	-28	-12	21
COC(CNCCO)c1ccccc1 (configuration not stated)
  0	-18	3	-5	-6	-89
COc1ccc2c(Cc3cc(Cl)ccc3O)cncc2c1O
  30	32	50	82*	96*	40
COC(=O)C(Cc1c[nH]c2ccccc12)NC(=O)C(Cc1c[nH]c2ccccc12)NC(=O)OCc1ccccc1 (configuration not stated)
  10	6	5	14	4	7
CC1=C(O[Si](C(C)C)(C(C)C)C(C)C)C2CC1[C@@H]1C(=O)N(c3ccccc3)C(=O)[C@H]21 (some centres not stated)
  -7	-11	-1	-15	-16	6
O=C(NCCO)C(=O)NCCO
  6	-13	5	18	-3	-9
C[Si](C)(C)Oc1ccc(O[Si](C)(C)C)cc1
  22	15	11	38	5	-10
O=[N+]([O-])/C(C(Cl)=C(Cl)Cl)=C(/Sc1ccccc1)N1CCCCC1
  78*	88*	85*	78*	86*	85*
Cc1cccnc1NC(=S)Nc1cccc(C(F)(F)F)c1
  13	-19	-13	-14	3	-7
O=C(CCC1CCCCC1)OCc1ccccc1
  26	25	36	66	31	10
CCOc1nc(N)nc(C)c1N=Nc1cccc([N+](=O)[O-])c1
  7	9	21	32	36	-7
CN(C)c1ccc(C=Nc2c(N)n(C)c(=O)n(C)c2=O)cc1
  -11	0	-12	-3	-9	-33
Clc1ccc(C=NC23CC4CC(CC(C4)C2)C3)cc1Cl
  -16	-24	-19	12	8	18
O=C1OCCOCCOC(=O)c2cccc(n2)C(=O)OCCOCCOC(=O)c2cccc1n2
  -21	-17	-34	-26	6	0
O=C1c2ccccc2C(=O)N1CNCCCNCN1C(=O)c2ccccc2C1=O
  .	-9	7	11	.	.
CCOc1cn(C2OC(CO)C(O)C2O)c(=O)[nH]c1=O (configuration not stated)
  -16	-28	-34	4	-25	4
NC1N=C(c2ccc(Cl)cc2)C2=C(N1)c1ccccc1CC2 (configuration not stated)
  -1	1	-7	-51	19	8
O=C(NC1CCCCC1)Oc1ccc(-c2ccccc2)cc1Cl
  98*	99*	99*	99*	99*	98*
C=C=C(CC)C(C(=O)OC)N(CC)CC (configuration not stated)
  4	1	12	3	8	-16
O=C1C2=C(Nc3cc([N+](=O)[O-])ccc3N2)OC1c1cccc([N+](=O)[O-])c1 (configuration not stated)
  29	12	20	44	-11	19
Cc1ccc(S(=O)(=O)NCCSCCSCCNS(=O)(=O)c2ccc(C)cc2)cc1
  51	92*	55	55	95*	87*
COC(=O)CC(c1ccc(OC)cc1)C(CC(=O)OC)c1ccc(OC)cc1 (configuration not stated)
  14	-30	-19	-20	26	16
CCc1scc(C)[n+]1CC(=O)c1ccc(C)cc1
  -12	-6	-2	1	8	-34
CN(C)c1ccccc1C(=O)N/N=C\c1ccc(-c2ccccc2)cc1
  1	5	7	20	0	12
C/C(=N\NC(=S)Nc1ccc(N(C)C)cc1)c1ccccn1
  80*	98*	72*	82*	46	32
Nc1[nH]c(=S)nc2snnc12
  9	-7	3	15	3	11
O=S(=O)(Nc1ccccc1Cl)c1ccccc1
  79*	82*	75*	69	81*	73*
C#CC1(O)c2ccccc2C(=O)c2ccccc21
  -8	-8	-1	-2	7	-7
CN(C)c1ccc2[nH]cc(C(=O)O)c(=O)c2c1
  10	7	4	7	29	-1
CCO/C([O-])=C(\C=N\S(=O)(=O)c1ccc(C)cc1)[n+]1ccc(C)cc1
  12	15	14	6	-4	-17
CC1(C)C/C(=N/NC(N)=S)C(=NO)/C(=N\NC(N)=S)C1
  77*	62	75*	74*	77*	23
COC/C(=N/Nc1ccc([N+](=O)[O-])cc1[N+](=O)[O-])C(C)(C)C
  9	16	-3	-17	-21	-26
COc1ccc(NC(=S)N/N=C(\C)c2ccccn2)cc1
  94*	92*	82*	85*	80*	35
O=C(O)/C=C/C(=O)Nc1ccc([N+](=O)[O-])cc1
  5	23	25	15	9	24
COc1cccc2c1C(=O)c1c(OC)c(CBr)cc(OC)c1C2=O
  16	10	38	16	-8	-37
CC1(C#N)CCCC(c2ccccc2)(c2ccccc2)C1=O (configuration not stated)
  49	40	43	34	24	-9
Cn1c2ccccc2c(=O)c2c(O)cc3c(c21)C=CC1(CCCCC1)O3
  -2	11	-5	25	-6	19
Nc1nc2c(ncn2C2OC(CO)C3OP(=O)(O)OC32)c(=O)[nH]1 (configuration not stated)
  -19	-5	-8	-16	0	-29
COC(=O)C(=O)C(C(=O)C(c1ccccc1)c1ccccc1)c1nc2n(c1O)/C(=N/C(=O)Nc1ccc(Cl)cc1)N=N2 (configuration not stated)
  86*	87*	77*	78*	41	56
O=[N+]([O-])c1c[nH]c2ncnc(SCc3ccccc3)c12
  99*	99*	100*	99*	99*	94*

(further entries)
Order of values: yeast sgs1 mgt1	mec2-1	yeast rad50	yeast mlh1 rad18	yeast bub3	cln2 rad14
COc1ccc(S(N)(=O)=O)cc1C(=O)N1CCN2CCCC2C1 (configuration not stated)
  8	8	6	18	11	-7
C=CCc1c(O)c2ccccc2[nH]c1=O
  -26	16	-5	2	4	13
CC1(c2nc3cc(Cl)c(Cl)cc3[nH]2)CCC(C(=O)O)C(C)(C)O1 (configuration not stated)
  -18	-13	3	-13	1	-9
CC1=NN(C(=O)c2ccc(Cl)cc2)C(=O)/C1=C/c1ccccc1O
  -29	-14	4	-19	12	-8
